# High-throughput results as filed in PubChem BioAssay.
# proCasp7 act: activates human procaspase-7, counter-screen for procaspase-3 activators | P55210 | recombinant procaspase-7, Ac-DEVD-pNA absorbance 405 nm; D23A/D198A/D206A triple mutant, cannot self-cleave; scale: DMSO 0, 5 µM enzyme 100 | activation, % at 8.5 µM | 330,000 compounds, 0.093% hits | AID 463210;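 active = percent activation above the screen-wide mean plus 3 SD, cut at about 25% in these data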
# Target sequence (P55210 whole entry D23A/D198A/D206A): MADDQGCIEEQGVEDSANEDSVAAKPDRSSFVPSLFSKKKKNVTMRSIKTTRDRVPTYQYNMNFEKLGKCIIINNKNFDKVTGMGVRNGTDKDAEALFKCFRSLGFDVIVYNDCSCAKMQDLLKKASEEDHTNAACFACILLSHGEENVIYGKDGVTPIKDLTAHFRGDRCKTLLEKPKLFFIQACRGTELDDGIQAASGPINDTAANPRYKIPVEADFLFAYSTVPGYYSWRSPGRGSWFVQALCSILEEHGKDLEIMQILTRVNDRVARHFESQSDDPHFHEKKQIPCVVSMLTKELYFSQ
#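 Detection: p-Nitroaniline absorbance at 405 nm, read at 0 and 120 min; system: Uncleavable procaspase-7 mutant enzyme; evaluation: % activation from two-timepoint absorbance difference, scaled to controls; times: 1 h enzyme–compound preincubation and 2 h substrate reaction, both 25 °C; buffer or medium: Zinc-free HEPES pH 7.4 with 300 mM NaCl, 0.01% Triton X-100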
# LAP4 TOR yeast: alters LAP4-GFP fluorescence in TOR pathway yeast screen; S. cerevisiae LAP4-GFP multiplex, flow cytometry GFP, 3 h; median GFP as percent of DMSO wells; GFP response vs DMSO, % at 10 µM; 320,000 compounds, 0.34% hits; AID 2023;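 active = GFP response vs DMSO above a set limit, about the screen mean plus 3 SD, cut at about 150% in these data; inconclusive = under 70 cell events counted for the yeast strain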
# CR mimetic SO: lowers age-related superoxide in aged yeast cells; S. cerevisiae aged cells, superoxide DHE fluorescence; stronger effect = lower value; superoxide response (% of plate mean), % at 10 µM; 330,000 compounds, 0.18% hits; AID 2690;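 active = superoxide response under a set limit, about three screen SD below normal, cut at about 65% in these data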;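 also: yeast aged for seven days with compound at 30 °C before DHE staining; 100% = average MFI of all compound-treated wells on the plate with controls excluded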
# JMJD2C inh: inhibitors of human GASC-1 (JMJD2C) demethylase. Q9H3R0. GST-JMJD2C(1-420) H3K9me3 demethylation, DELFIA europium. inhibition, % at 2.35 µM. 330,000 compounds, 0.069% hits. AID 2099;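 active = more than half of a compound's replicate wells show inhibition beyond 50%, single wells judged on their own value; inconclusive = some, but no more than half, of replicates pass 50% inhibition; inactive = no replicate passes 50% inhibition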;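 also: signal counts dimethyl H3K9 product captured on neutravidin plate; 0% = median of DMSO wells and 100% = 0.3 times that DMSO median; strong numbers were not always called active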
# Target sequence (Q9H3R0 1-420 limits assumed): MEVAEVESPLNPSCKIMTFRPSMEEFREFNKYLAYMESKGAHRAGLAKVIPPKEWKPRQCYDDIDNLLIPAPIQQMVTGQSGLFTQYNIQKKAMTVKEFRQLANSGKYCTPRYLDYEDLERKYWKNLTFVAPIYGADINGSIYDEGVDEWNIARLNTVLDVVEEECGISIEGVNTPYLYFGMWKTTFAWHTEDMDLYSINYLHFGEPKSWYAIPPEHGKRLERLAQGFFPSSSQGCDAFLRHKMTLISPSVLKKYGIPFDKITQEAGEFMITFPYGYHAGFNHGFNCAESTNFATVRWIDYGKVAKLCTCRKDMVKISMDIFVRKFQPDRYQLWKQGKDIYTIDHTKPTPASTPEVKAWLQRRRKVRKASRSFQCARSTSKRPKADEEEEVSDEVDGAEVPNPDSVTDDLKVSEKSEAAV
# RPL19A TOR yeast: modulators of TOR pathway RPL19A-GFP in S. cerevisiae | S. cerevisiae RPL19A-GFP strain, flow cytometry, 3 h; stronger effect = lower value | 330,000 compounds, 0.3% hits | percent response vs DMSO, % at 10 µM;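 active = percent response vs DMSO below 50%; inconclusive = fewer than 70 events counted for the yeast strain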;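 also: median channel GFP fluorescence of the barcoded RPL19A-GFP strain; ratio of sample median GFP to plate DMSO average so 100% = DMSO; lower means less RPL19A-GFP as with rapamycin TOR inhibition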
# MEP2 TOR yeast: yeast TOR pathway MEP2-GFP modulation; S. cerevisiae MEP2-GFP strain, flow cytometry GFP, 3 h; 100% = DMSO control level; GFP response vs DMSO, % at 10 µM; 330,000 compounds, 0.51% hits; AID 2016;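 active = GFP response versus DMSO above a set limit, roughly screen mean plus 3 SD, cut at about 180% in these data; inconclusive = fewer than 70 cells counted for a yeast strain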;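 also: median GFP fluorescence of the barcode-gated MEP2-GFP cells per well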
# AHR activator: activators of human aryl hydrocarbon receptor. P35869. AHR-responsive luciferase reporter cells, luminescence. activation, % at 5 µM. 320,000 compounds, 2.5% hits; in the data active = activation above about 47%;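 also: 0% = vehicle wells and 100% = reference agonist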
# procasp3 activ: activates human procaspase-3; activation, % at 8.5 µM; recombinant procaspase-3 D3A, Ac-DEVD-pNA absorbance 405 nm; P42574; 330,000 compounds, 0.11% hits;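 active = activation above the mean of all tested compounds plus 3 SD, cut at about 21% in these data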;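 also: 0% = DMSO alone and 100% = DMSO wells spiked with extra 5 µM PC-3 D3A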
# Target sequence (P42574 whole entry D9A/D28A/D175A): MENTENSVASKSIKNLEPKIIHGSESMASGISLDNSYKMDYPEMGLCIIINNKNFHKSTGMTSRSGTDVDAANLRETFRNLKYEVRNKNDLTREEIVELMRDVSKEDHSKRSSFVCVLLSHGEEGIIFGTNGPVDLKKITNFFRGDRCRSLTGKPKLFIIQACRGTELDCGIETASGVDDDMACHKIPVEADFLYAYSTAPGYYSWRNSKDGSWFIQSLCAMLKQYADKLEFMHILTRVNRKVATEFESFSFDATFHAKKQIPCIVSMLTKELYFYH
#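 System: Procaspase-3 D3A mutant. Medium: Zinc-free 300 mM NaCl, 50 mM HEPES, 0.01% Triton X-100. Schedule: 1 h preincubation plus 2 h reaction at 25 °C. Measured by: 405 nm absorbance of p-nitroaniline, reads at 0 and 120 min. Read-out: percent activation relative to control range.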
# Starred values were filed as active, the others as inactive; ? = inconclusive; . = no result given; & = joins results of further samples; [ ] = another dose, or the depositor's remark.
SMILES,proCasp7 act,LAP4 TOR yeast,CR mimetic SO,JMJD2C inh,RPL19A TOR yeast,MEP2 TOR yeast,AHR activator,procasp3 activ
COc1ccc([N+](=O)[O-])cc1/C=N/NC(=O)Cc1ccccc1,-1,97,96,1,99,100,4,2
Cc1cccc(C)c1OCC(O)Cn1ccnc1C (centres undefined),10,99,99,-6,98,92,1,7
COc1ccc(NC(=O)CN2CCCN(S(=O)(=O)c3ccc(F)cc3)CC2)c(OC)c1,-10,94,114,-2,100,98,0,6
CC(C)[C@H]1C=C(C(=O)O)O[C@@H](OCCCCO)C1,-3,.,.,4,.,.,2,3
CNNC(=S)Nc1cccc(SC)c1,-9,104,110,6,95,93,3,-7
COc1ccc(-c2sc3ccc(N4CCOCC4)cc3c2C#CCCO)cc1,3,105,108,8,93,93,97*,2
Cc1c(C)n(C)c2ccc(C(=O)NCCc3ccco3)cc12,-6,103,120,20,104,102,6,-2
C=CCc1c(C)nc2cc(-c3ccccc3)[nH]n2c1=O,.,103,104,8,102,108,.,.
Cc1cc(C)n2nc(C(=O)Nc3ccc4c(c3)OCO4)nc2n1,-15,109,109,0,104,116,19,-7
COCC(C)n1c(C)cc(C(=O)Cn2c(=O)oc3ccccc32)c1C (centres undefined),13,106,92,7,102,114,11,0
COc1ccc(NC(=O)c2cccnc2Cl)c(S(=O)(=O)N2CCOCC2)c1,2,102,109,-21,104,101,-1,6
C=CCNC(=O)c1onc(CSc2cccc(OC)c2)c1C(=O)NCC=C,3,98,100,4,97,100,0,0
Cc1nc2sc(C(c3ccco3)N3CCOCC3)c(O)n2n1 (centres undefined),-3,92,106,-6,91,93,-1,-9
COc1ccc(N2CC(NC(=O)N3CCN(c4ccccc4)CC3)CC2=O)cc1 (centres undefined),2,104,97,-2,99,101,0,-5
Cc1ccc(-c2nnc(CSc3nc(C)nc4sc(C)c(C)c34)o2)cc1,4,96,91,-2,96,101,1,-8
CC(=O)c1c(C)oc2ccc(N(C(C)=O)S(=O)(=O)c3cccc4cccnc34)cc12,3,109,97,-5,102,99,10,6
O=c1cc(CN2CCOCC2)c2ccc(O)c(O)c2o1,-32,91,98,-20,102,99,3,-24
CCn1c(SCC(=O)Nc2ccc3c(c2)c2ccccc2n3CC)nnc1-c1cnccn1,-6,111,123,6,97,105,15,-8
COc1ccc(C2C(C#N)=C(C)NC3=C2C(=O)CC(C)(C)C3)cc1 (centres undefined),-4,95,98,-20,98,97,2,-1
COCCCC/C(=N\OCCN)c1ccc(C(F)(F)F)cc1,0&-5&-5&1,105&125&106&108,94&85&103&92,2&25&-6,100&98&102&101,96&100&100&99,-1&-1&-1&0,8&5&9&2
O=C(CN1C(=O)c2ccc([N+](=O)[O-])cc2C1=O)Nc1ccccc1N1CCCC1,5,97,95,-1,92,102,3,6
Cc1cccc(NC(=O)CN2CCC(NC(=O)C3CCCCC3)CC2)c1C,-9,103,119,10,111,109,2,3
CCOc1ccc(NC(=O)CN(C)C(=O)c2ccccc2OCc2cccc(C)c2)cc1OCC,-8,109,83,-6,107,101,4,-5
COc1cc(F)cc(-c2ccc3c(c2)c(-c2cccs2)c(-c2cc(OC)cc(OC)c2)n3C)c1,2,97,115,-6,103,99,1,4
Cc1ccc(NC(=O)Cn2c(=O)oc3ccccc32)c(C)c1,1,87,95,-4,101,104,-1,-5
O=C(O)CC(NC(=O)C12CC3CC(CC(C3)C1)C2)c1cccc([N+](=O)[O-])c1 (centres undefined),5,105,102,-13,97,101,2,-1
CCOc1ccc(CNC(=O)C(C)n2nc(C)c3c(C)n(-c4ccccc4)nc3c2=O)cc1 (centres undefined),0,100,112,5,92,94,1,3
COc1cccc(C(=O)NCC(=O)OCC(=O)c2ccccc2)c1,6,93,112,-20,96,96,4,9
Cc1ccc(Oc2cc(NC(=O)CCCn3nc(C)c([N+](=O)[O-])c3C)cc([N+](=O)[O-])c2)cc1,3,93,127,6,97,98,3,5
COC(=O)c1cccc(NC(=S)Nc2cc(Cl)ccc2OC)c1,-15,104,98,3,94,101,7,-3
Cc1ccccc1Nc1c(N)c(=O)oc2ccccc12,-9,98,97,1,99,101,3,-1
NS(=O)(=O)c1ccc(CCNC(=O)c2ccc3nccnc3c2)cc1,10,91,79,5,99,99,1,-2
Cc1ccc(S(=O)(=O)NCCC(=O)Nc2nnc(C3CC3)s2)cc1C,-9,99,104,-4,104,103,4,-6
C=CCN1C(=O)C(Cc2ccc(OC)cc2)SC1=Nc1ccc(C(=O)O)cc1 (centres undefined),10,108,89,-21,103,92,2,3
CCCCC[C@H]1CN(CCCC)C(=O)[C@@H]1CC(=O)NCc1ccc(OC)cc1,4,106,110,5,91,89,-1,6
COc1ccc(S(=O)(=O)N2CCC(C(=O)NCc3cccnc3)CC2)cc1Cl,7,93,96,-8,100,100,4,4
O=C(COC(=O)/C=C/c1cccc(C(F)(F)F)c1)Nc1cccc2ccccc12,0,88,97,0,99,100,1,4
O=C1c2cccc3cccc(c23)C(=O)C1(O)O,-29,111,83,1,101,83,10,-28
C[C@@H]1CN([C@H](C)CO)C(=O)c2cccc(NS(=O)(=O)c3ccccc3)c2O[C@H]1CN(C)C,7,100,97,39,99,101,0,0
O=Cc1cn(-c2ccccc2)nc1-c1ccccc1,-1,105,91,4,100,99,-4,1
O=C(Nc1ccccc1Oc1ccccc1)c1cccs1,-7,81,106,59,105,97,3,4
CCOCCCN(C(=O)CCC(=O)Nc1cc(C)on1)C(C(=O)NC(C)(C)C)c1ccccc1Cl (centres undefined),9,94,96,4,104,103,-2,0
COc1ccc(NC(=S)N2CCN(Cc3ccccc3)CC2)cc1,-2,100,97,-34,96,98,-1,-36
COc1cccc(/C=C2\N=C(c3c(-c4ccccc4)noc3C)OC2=O)c1,1,98,114,.,98,105,-3,5
N#Cc1c2c(c(NCCOCCO)n3c1nc1ccccc13)CCCC2,8,96,122,-4,98,100,12,-2
O=c1c([N+](=O)[O-])c(NC2CCCCC2)c2ccccc2n1-c1ccccc1,-4,97,113,5,101,97,2,12
COc1ccc(N2CC(C(=O)OCC(=O)Nc3ccccc3C)CC2=O)cc1 (centres undefined),-5,100,100,14,108,107,-2,13
CCOC(=O)Cc1csc(NC(=O)CSc2nnc(-c3ccncc3)o2)n1,1,91,91,-10,92,94,1,4
O=C(CN(Cc1ccc(Cl)cc1)C(=O)c1csnn1)NCc1ccccc1,5,97,99,0,108,119,2,-1
COC(=O)Nc1nnc(CC(=O)Nc2ccccc2C)s1,6,92,105,6,94,95,4,4
COc1ccc2sc(-c3ccccc3OC)c(-c3ccc(OC)nc3)c2c1,3,89,74,-3,89,90,24,-4
Cc1cc2oc(=O)cc(CSc3nc(N)cc(N)n3)c2cc1C,-8,94,86,12,97,102,36,-13
O=C(NCc1ccccc1)N1CCC(CO)(Cc2cccc(F)c2)CC1,7,108,109,0,100,100,-1,4
COc1ccc(/C=C/c2cc(-c3ccc(C)cc3)o[n+]2C)cc1,-2,102,104,2,.,103,3,2
COc1cc(C(=O)N/N=C/c2sc(=O)n(-c3ccccc3)c2Cl)cc(OC)c1OC,1,94,111,3,95,98,-1,-4
Cc1ccc(OCC(=O)Nc2c(C)ccc3nsnc23)cc1,3,95,94,3,100,100,5,5
CC1CC(C(F)F)n2nc(C(=O)Nc3sc4c(c3C#N)CCC(C(C)(C)C)C4)nc2N1 (centres undefined),3,100,101,-23,96,97,5,0
CN(CC(=O)Nc1cccc(F)c1)C(=O)c1cc(-c2cccs2)nn1-c1ccccc1,1,105,111,8,99,102,2,4
O=C(COc1ccc2c(C(F)(F)F)cc(=O)oc2c1)Nc1ccc2c(c1)OCCO2,12,102,103,-1,105,104,-2,9
CCOC(=O)C1=C(C)N=c2s/c(=C/c3cccc([N+](=O)[O-])c3O)c(=O)n2C1c1ccc(OC)cc1OC (centres undefined),-6,87,102,-2,105,100,2,4

# (continued)
SMILES,proCasp7 act,LAP4 TOR yeast,CR mimetic SO,JMJD2C inh,RPL19A TOR yeast,MEP2 TOR yeast,AHR activator,procasp3 activ
CCn1c(CNC(=O)c2ccccc2F)nnc1SCC(=O)NC1CCCCC1C (centres undefined),2,95,101,-23,104,107,-2,1
CCC(CC)C(=O)Nc1nnc(SCC(=O)NC(C)(C)C)s1,5,95,93,-1,91,89,0,-1
CCOC(=O)c1cc2ccc(OC(=O)c3ccco3)cc2oc1=O,-30,104[may fluoresce violet],100,7,50*[may fluoresce violet],198*[may fluoresce violet],-3,-21
CC(C)N1CCN(C(=O)c2ccc(NC(=O)c3ccc(Br)o3)cc2)CC1,-9,135,117,2,92,99,4,3
O=C(CC1C(=O)NCCN1Cc1ccc(F)cc1Cl)NC1CCCCCCC1 (centres undefined),-4,99,100,-2,96,95,-1,7
Cc1cc(C)c(NC(=O)CN(c2ccccc2)S(=O)(=O)N(C)C)c(C)c1,13,104,94,-9,98,96,1,5
O=C(NCCS(=O)(=O)NCc1ccc(F)cc1)c1ccccc1,3,93,96,-6,98,96,-2,-5
O=[N+]([O-])c1ccc(/C=N/n2cn[nH]c2=S)cc1,-1,91,121,-3,88,?,2,5
COc1ccc(Br)cc1C(=O)Nc1nnn(C)n1,6,102,89,-2,102,109,3,12
Cc1ccc(-n2c(C)cc(C(=O)CSc3nncs3)c2C)cc1,-18,114,89,-7,89,99,0,3
COc1ccc(C(=O)N/N=C/c2ccc(OC)c(COc3ccc(F)cc3F)c2)cc1,-1,103,103,14,104,105,4,8
CCCCn1c(N)c(N(C(=O)CSc2nnnn2-c2ccccc2)C2CCCC2)c(=O)[nH]c1=O,2,98,98,-3,93,96,0,-3
CCCc1noc2c1/C(=N\O)CC(CC(C)SCC)C2 (centres undefined),2,113,90,40,98,102,-5,-4
O=C(CSc1ncccn1)NCc1ccc(Cl)cc1,-3,92,109,-6,100,96,45,7
O=C(Nc1ccc2[nH]c(=S)sc2c1)Nc1ccccc1F,1,93,100,-4,95,93,33,-1
NC(=O)Cn1c(S(=O)(=O)Cc2ccccc2)nc2ccccc21,13,100,104,3,101,104,1,0
COc1cccc(C2Nc3ccccc3NC3=C2C(=O)CC(C)(C)C3)c1 (centres undefined),5,97,99,-7,101,99,-1,-11

# Record cards, from the list above.
# O=C(COC(=O)/C=C/c1cccc(C(F)(F)F)c1)Nc1cccc2ccccc12 is listed with proCasp7 act: 0; LAP4 TOR yeast: 88; CR mimetic SO: 97; JMJD2C inh: 0; RPL19A TOR yeast: 99; MEP2 TOR yeast: 100; AHR activator: 1; procasp3 activ: 4
# CCn1c(SCC(=O)Nc2ccc3c(c2)c2ccccc2n3CC)nnc1-c1cnccn1 is listed with proCasp7 act: -6; LAP4 TOR yeast: 111; CR mimetic SO: 123; JMJD2C inh: 6; RPL19A TOR yeast: 97; MEP2 TOR yeast: 105; AHR activator: 15; procasp3 activ: -8
# COc1ccc(NC(=O)CN2CCCN(S(=O)(=O)c3ccc(F)cc3)CC2)c(OC)c1 is listed with proCasp7 act: -10; LAP4 TOR yeast: 94; CR mimetic SO: 114; JMJD2C inh: -2; RPL19A TOR yeast: 100; MEP2 TOR yeast: 98; AHR activator: 0; procasp3 activ: 6
